# L3MBTL1 block: qHTS Assay for the Inhibitors of L3MBTL1; AlphaScreen L3MBTL1–H3K9me1 peptide binding; Potency, µM (top dose mostly 57.1 µM), for the others: at the top dose activity, negative = inhibition, actives largely listed as inhibitors; hit rate 0.66% among 230,000; active means well fitted inhibition curve with a large enough effect; inconclusive means small, poorly fitted or top-dose-only effect; inactive means no such curve, though single readings can be large or run the other way; further: nearly all actives have a fitted effect of over 60% in size
# Target sequence (Q9Y468 whole entry, looked up): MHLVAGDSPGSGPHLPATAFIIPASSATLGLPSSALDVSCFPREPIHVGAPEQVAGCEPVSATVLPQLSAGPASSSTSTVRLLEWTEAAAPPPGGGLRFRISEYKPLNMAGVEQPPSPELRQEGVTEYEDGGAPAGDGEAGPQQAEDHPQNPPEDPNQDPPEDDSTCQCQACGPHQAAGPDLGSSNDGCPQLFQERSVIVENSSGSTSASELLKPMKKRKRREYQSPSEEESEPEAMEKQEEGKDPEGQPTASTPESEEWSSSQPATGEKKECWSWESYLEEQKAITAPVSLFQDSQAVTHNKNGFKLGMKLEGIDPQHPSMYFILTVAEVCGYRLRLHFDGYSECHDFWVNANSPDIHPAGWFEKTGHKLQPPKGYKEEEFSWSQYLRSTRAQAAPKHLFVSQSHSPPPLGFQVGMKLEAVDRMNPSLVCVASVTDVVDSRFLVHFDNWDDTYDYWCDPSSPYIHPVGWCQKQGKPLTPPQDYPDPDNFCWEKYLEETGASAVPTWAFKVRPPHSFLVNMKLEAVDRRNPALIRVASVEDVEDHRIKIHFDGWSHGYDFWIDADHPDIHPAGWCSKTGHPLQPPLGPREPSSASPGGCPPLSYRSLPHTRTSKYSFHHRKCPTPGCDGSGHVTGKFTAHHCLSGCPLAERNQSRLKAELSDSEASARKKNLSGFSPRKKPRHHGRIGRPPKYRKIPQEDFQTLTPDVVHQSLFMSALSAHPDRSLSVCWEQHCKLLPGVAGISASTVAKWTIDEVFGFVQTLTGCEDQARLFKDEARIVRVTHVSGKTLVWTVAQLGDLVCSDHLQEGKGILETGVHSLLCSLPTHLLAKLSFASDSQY
#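 AlphaScreen assay: L3MBTL1 (50 nM final) was preincubated 30 min at room temperature with biotinylated H3(1-15)K9me1 peptide (75 nM final), then 30 min with library compounds; streptavidin donor and nickel chelate acceptor beads (10 ug/mL final) added, 30 min dark.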
# Numbers without * were called inactive; u = inconclusive; [ ] = another dose, or the depositor's remark. On the % scale 0 is the no-effect control and ±100 the full control effect; potency means the concentration at half of the fitted maximal effect. Some of the compounds tested; rates above refer to the full screens.
mol | L3MBTL1 block
Cc1cccc(C)c1N(CC(=O)N1CCCC1)S(C)(=O)=O | 6%
CC(C)Cn1c(N)c(C(=O)COC(=O)/C=C/c2ccccc2)c(=O)n(C)c1=O | 6%
CCN(CC(=O)NCc1cccs1)C(=O)c1ccc(-c2ccccc2F)o1 | -2%
CCOC(=O)c1c(C)[nH]c(C(=O)NNC(=O)c2ccccc2F)c1C | -2%
CCN(C(=O)COc1ccc(C(C)=O)cc1)c1cccc2ccccc12 | -9%
CCN(CC)CCN(Cc1cc2cc3c(cc2[nH]c1=O)OCCO3)C(=S)NCCCN(C)C | 6%[2.29 µM]
O=C(Nc1ccccc1)c1cc([N+](=O)[O-])ccc1N1CCCCC1 | -1%
COc1ccccc1CCC(=O)N(C)C1CCCN(Cc2ccccc2F)C1 (centres undefined) | -8%
Cc1[nH][nH]c(=O)c1C(c1ccc(Cl)cc1)c1c(C)[nH][nH]c1=O | -1%
Nc1ncnc2c1ncn2[C@@H]1O[C@H](CNCc2cn(CC(=O)NC3CC3)c3ccccc23)[C@@H](O)[C@H]1O | -1%
CN(CC(=O)Nc1ccc(F)cc1)C(=O)c1cccc(S(=O)(=O)N2CCN(c3ccc(F)cc3)CC2)c1 | 0%
O=C(OCC(=O)c1ccc(Cl)s1)c1ccc(CO)cc1 | 2%
CC1CN(S(=O)(=O)c2cc(C(=O)NCCCN3CCCC3=O)ccc2Cl)CC(C)O1 (centres undefined) | -6%
COc1ccc(CN(C)C(=O)/C=C/c2ccc(S(=O)(=O)N3CCOCC3)cc2)cc1F | -9%
COc1cc(C(=O)NCC(c2cccs2)N2CCc3ccccc32)cc(OC)c1OC (centres undefined) | u
CSc1ccc(CCNC(=O)CCc2nnc3ccc(N4CCCC4)nn23)cc1 | -4%
O=C(c1ccc([N+](=O)[O-])cc1)N1CCN(C(=O)c2cccnc2)CC1 | 16%
COc1cc(CN2CCSCC2)c([N+](=O)[O-])cc1OC | -8%
CCOC(=O)[C@H]1[C@H]2COc3ccc(Cl)cc3[C@@H]2N2C(=O)CN(CC3CCCO3)C(=O)[C@@]12C (some centres undefined) | 4%
CSCCC(NC(=O)c1ccco1)C(=O)OCC(=O)N(Cc1ccccc1)C(C)(C)C (centres undefined) | -4%
COc1ccccc1C(=O)Nc1sc2c(c1C#N)CCC2 | 1%
O=C(Oc1ccccc1F)c1ccc2c(=O)n3c(nc2c1)CCC3 | 35µM*
CC1CCN(S(=O)(=O)c2ccc(NC(=O)CCNC(=O)c3ccc(Cl)cc3)cc2)CC1 | 7%
COc1ccc(C(Sc2ccccc2)c2ccccc2)cc1OC (centres undefined) | 45%[activator]
Cc1ccnc(SC2CC(=O)N(c3ccc([N+](=O)[O-])cc3)C2=O)n1 (centres undefined) | -2%
COc1ccc(S(=O)(=O)N2CCOCC2)cc1NC(=O)CSc1nnc(N)s1 | 4%
Cc1ccnc(NC(=O)c2ccc(Cl)c(S(=O)(=O)N3CCCC3)c2)c1 | -1%
Clc1ccc(/C=N/N2CCN(Cc3ccccc3)CC2)cc1 | -21%
COc1ccc(Cl)cc1NC(=O)COC(=O)C1CCCCC1 | 16%
CCOc1ccc(NS(=O)(=O)c2ccc(C(=O)NC3CCN(Cc4ccccc4)CC3)cc2)cc1 | -3%

# Reformatted with values ahead of the structure: part of the list above
L3MBTL1 block	molecule
-8%	COc1ccccc1CCC(=O)N(C)C1CCCN(Cc2ccccc2F)C1 (centres undefined)
-1%	Cc1[nH][nH]c(=O)c1C(c1ccc(Cl)cc1)c1c(C)[nH][nH]c1=O
-1%	Nc1ncnc2c1ncn2[C@@H]1O[C@H](CNCc2cn(CC(=O)NC3CC3)c3ccccc23)[C@@H](O)[C@H]1O
0%	CN(CC(=O)Nc1ccc(F)cc1)C(=O)c1cccc(S(=O)(=O)N2CCN(c3ccc(F)cc3)CC2)c1
2%	O=C(OCC(=O)c1ccc(Cl)s1)c1ccc(CO)cc1

# (more compounds)
mol | L3MBTL1 block
CCOC(=O)C1CCN(C(=O)/C=C/c2ccc(S(=O)(=O)N3CCOCC3)cc2)CC1 | 4%
CCc1ccc(-c2nc(SCC(=O)N(C)C3CCS(=O)(=O)C3)n[nH]2)cc1 (centres undefined) | -7%
CCCCn1c(N)c(N(CCOC)C(=O)CN2C(=O)C3CCCCC3C2=O)c(=O)[nH]c1=O (centres undefined) | 1%
Cc1cccc(C(=O)NCC(=O)OCCOc2ccccc2Cl)c1 | 25%
O=C(COC(=O)c1ccc(Cl)nc1)Nc1cc(S(=O)(=O)N2CCOCC2)ccc1Cl | -5%
CCN(CC)c1ccc(S(=O)(=O)N2CCOCC2)cc1NC(=O)C1CC1 | -4%
COc1ccc(NC(=O)CCCN2C(=O)CN(C)C2=O)c(OC)c1 | -5%
O=C(c1ccco1)N1CCN(C(=O)c2ccc(-c3ccccc3Cl)o2)CC1 | -10%
O=C(Cn1c(C(=O)OCCO)cc2ccccc21)c1ccccc1 | -1%[2.29 µM]
O=C(NCc1ccc(F)cc1)c1cc2c(cc1Cl)N1CCCCCC1=NS2(=O)=O | -2%
Cc1noc(C)c1S(=O)(=O)N(C)C[C@H]1Oc2c(NC(=O)Nc3ccc(C(F)(F)F)cc3)cccc2C(=O)N([C@H](C)CO)C[C@@H]1C | 3%
Cc1nc(C)c(-c2csc(Nc3ccc(N)cc3)n2)s1 | -23%
Cc1cc(=O)oc2cc(NC(=O)C(C)Oc3cccc(Cl)c3)ccc12 (centres undefined) | -9%
O=C(CCN1C(=O)C2CCCCC2C1=O)Nc1nc2c(F)cc(F)cc2s1 (centres undefined) | -2%
O=C(CNC(=O)c1ccc(Br)o1)NNC(=O)c1ccccc1O | 1%
Clc1cccc(-c2sc(Nc3ccccc3)n[n+]2-c2ccccc2)c1Cl | -1%
COc1ccc(OC)c(-c2csc(NC(=O)COC(=O)C3(C)CC3(Cl)Cl)n2)c1 (centres undefined) | -4%
COc1ccc(Cl)cc1NC(=O)CN(C)C(=O)Cn1cnc2c1c(=O)n(C)c(=O)n2C | -2%
COc1cc(CNCc2ccco2)cc(OC)c1O | 1%
Cc1ccc(-n2nc3c(c2NC(=O)c2ccco2)CS(=O)C3)c(C)c1 (centres undefined) | 3%
CCc1noc(C)c1C(=O)Nc1ccc(F)c(F)c1F | 8%
COc1ccc(S(=O)(=O)N2CCCCCC2)cc1C(=O)N1CCN(c2ccccc2C)CC1 | -5%
COc1ccc(CCNC(=O)c2ccc(OCc3c(C)noc3C)c(OC)c2)cc1 | -2%
C[C@@H](CC#N)CN1CC[C@H](C(C)(C)C)CCC1=O | 6%
CCOc1ccc(CCNC(=O)CCC(=O)N2CCOc3ccc(C)cc32)cc1OCC | -1%
O=C(NCc1ccco1)c1ccc(S(=O)(=O)N2CCCCCC2)cc1 | -10%
Cc1csc(N/N=C/c2ccccc2F)n1 | 1%
O=C(O)C1CCCC[C@H]1C(=O)Nc1ncc([N+](=O)[O-])s1 (some centres undefined) | 8%
COc1ccccc1/C=C/C(=O)OCC(=O)N1c2ccccc2CC1C (centres undefined) | 9%
Cc1cc(C)c(S(=O)(=O)N2CCN(C(=O)C3COc4ccccc4O3)CC2)c(C)c1 (centres undefined) | 1%

# Shown as a hit in L3MBTL1 block (from the list above):
mol | L3MBTL1 block
O=C(Oc1ccccc1F)c1ccc2c(=O)n3c(nc2c1)CCC3 | 35µM*

# The list continues.
SMILES | L3MBTL1 block
O=C(c1cc(-c2ccccc2)nn1-c1ccccc1)N1CCN(S(=O)(=O)c2c(F)cccc2F)CC1 | 0%
Cc1cccc(/C=C/C(=O)c2ccc([N+](=O)[O-])o2)c1 | 1%
COc1ccc(C(=O)NC2=NCCS2)c(OC)c1 | -9%
Cc1c(C(c2ccc(Br)cc2)c2c(C)n(C)n(-c3ccccc3)c2=O)c(=O)n(-c2ccccc2)n1C | 0%[2.29 µM]
NC(=S)N/N=C/c1ccc(C23CC4CC(CC(C4)C2)C3)cc1 | 2%
Cc1nnc(NC(=O)c2ccc(F)c(S(=O)(=O)N3CCOCC3)c2)s1 | 35%[activator]
Cc1cc(N2O[C@]34C=C[C@]25C[C@@H](O)CC[C@]5(C)C3CC[C@]2(C)[C@@H]([C@H](C)/C=C/[C@H](C)C(C)C)CC[C@H]24)no1 (some centres undefined) | 0%
COc1ccc(NC(=O)COC(=O)CC2CCCC2)cc1 | 1%
CN(C(=O)CSc1cc(Cl)ccc1Cl)C1CCS(=O)(=O)C1 (centres undefined) | 3%
ClCc1c2ccccc2cc2ccccc12 | 87%[activator]
O=C(CCc1ccccc1)NCc1ccc2c(c1)OCO2 | 4%
CCCCCCC[C@@H](C/C=C/CCC(=O)N(C)C/C(=C/Cl)C/C(=C\C(=O)N1CC(OC)=CC1=O)OC)OC | -3%
CCCCOC(=O)C1=C(C)NC(=O)NC1c1cccc([N+](=O)[O-])c1 (centres undefined) | -1%
CC(=O)Nc1ccc(NC(=O)COC(=O)c2cc(S(=O)(=O)N(C)C)ccc2N2CCCC2)cc1 | 1%
Cc1c(Cl)ccc(S(=O)(=O)NCCN2CCOCC2)c1Cl | -7%
c1ccc(-c2cn(CC3CCCCC3)nn2)cc1 | 20%
COc1ccc(-c2csc(NC(=O)CSCC(=O)Nc3cc(C)on3)n2)cc1 | -1%
CCCN=C1N(CC)C[C@@H]2[C@@H]3C(=O)N(C)C(=O)[C@@H]3[C@](CC)(C(=O)OC)N12 | u
COc1cccc(CNC(=O)Cn2ccc([N+](=O)[O-])n2)c1 | -6%
CCN(C[C@H]1N[C@@](Cc2ccccc2)(C(=O)OC)[C@H]2C(=O)N(C)C(=O)[C@@H]12)C(=O)COC | 7%
O=C(Nc1ccccc1F)c1cc(C(=O)Nc2ccccc2F)cc([N+](=O)[O-])c1 | 9%
CCCN(C(=O)Cn1nc(C)c([N+](=O)[O-])c1C)c1c(N)n(Cc2ccccc2)c(=O)[nH]c1=O | -1%
O=C(c1ccc(S(=O)(=O)NCc2ccco2)cc1)N1CCN(Cc2ccccc2F)CC1 | -5%
CC(C)(C)C1CCC(N2CCN(c3ccccc3)CC2)CC1 (centres undefined) | -10%
O=[N+]([O-])c1ccc(S(=O)(=O)Nc2ccncc2)cc1 | 5%
O=C1CCN(Cc2ccccc2)C=C1c1ccc(C(F)(F)F)cc1 | -11%
O=C(NC1CCCN(Cc2ccccc2F)C1)C1CCC1 (centres undefined) | 3%
O=C(COC(=O)c1ccco1)Nc1ccc2[nH]c(=O)[nH]c2c1 | -1%
O=C(CNC(=O)Cc1ccccc1)NCc1cccs1 | 24%
Cc1cccc(NC(=O)c2c(O)c3ccccc3n(C)c2=O)c1 | 3%
Cc1cnc(C(=O)OCC(=O)Nc2cc(-c3ccccc3)nn2-c2ccccc2)cn1 | 4%
CSCC[C@H](NC(=O)c1cccc(S(=O)(=O)N2CCCCC2)c1)c1nc2ccccc2[nH]1 | -9%
Cn1c(=O)c(=O)n(C)c2cc(S(=O)(=O)CCC(=O)NCc3ccccc3)ccc21 | -4%
CC(Sc1cccc[n+]1[O-])C(=O)Nc1cc(Cl)c(Cl)cc1Cl (centres undefined) | 5%
NNC(=O)c1cc(C23CC4CC(CC(C4)C2)C3)nc2ccccc12 | -4%
Cc1cccc(C)c1NC(=O)CN(C)C(=O)C1=COCCO1 | 1%
O=C(COc1ccc(F)cc1Cl)NC1CCCCCC1 | 17%
Cc1nc(NC(=O)c2cncc(Br)c2)ccc1Br | 3%
CN(C(=O)COC(=O)c1cccc(S(=O)(=O)N2CCOCC2)c1)C1CCS(=O)(=O)C1 (centres undefined) | 1%
O=C(CCc1c[nH]c2ccccc12)NN1C(=O)NC2(CCCCC2)C1=O | -1%
COc1ccc([C@H]2CC(=O)C=C(c3ccc(CNC(=O)OC(C)(C)C)cc3)C2)cc1 | -8%
CC(c1ccccc1)n1c(-c2ccc(C(C)(C)C)cc2)n[nH]c1=S (centres undefined) | -3%
O=C(COC(=O)/C=C/c1ccc(F)cc1)NC1CCCCCC1 | -9%
Cc1ccc(NC(=O)CN(C)C(=O)c2ccc(NC(=O)CC3SC(N4CCCC4)=NC3=O)cc2)cc1 (centres undefined) | 12%
O=C(COc1ccc(-c2nnco2)cc1)Nc1c(F)cccc1F | -1%
CC(OC(=O)c1cccc(S(=O)(=O)N2CCN(C)CC2)c1)C(=O)Nc1ccc(C(N)=O)cc1 (centres undefined) | 3%
CN(CC(=O)Nc1ccccc1Cl)C(=O)CN1C(=O)C2CC=CCC2C1=O (centres undefined) | -5%
c1ccc(-c2onc(-c3ccco3)c2-c2ccc3[nH]ccc3c2)cc1 | u
O/C(=C\c1ccc2ccccc2n1)c1ccncc1 | 11%
CCOC(=O)C1CCN(C(=O)c2cccc(S(=O)(=O)N(C)C3CCCCC3)c2)CC1 | 11%

# Additional entries.
SMILES | L3MBTL1 block
O=C(COC(=O)c1cc(S(=O)(=O)N2CCCCC2)ccc1N1CCOCC1)c1ccc(Cl)cc1 | -7%
COc1cc(/C=C(\C#N)C(=O)N2CCCCC2)ccc1O | 8%
O=C(COC(=O)c1cc(S(=O)(=O)Nc2ccccc2Cl)ccc1O)Nc1ccc(F)c(F)c1F | -3%
COc1ccc(C(=O)c2c3ccc(C(F)(F)F)cc3[n+]([O-])n2CCCC(N)=O)cc1 | 0%
CCNC(=S)N1CCN(S(=O)(=O)c2ccc(Cl)s2)CC1 | 14%

# 5 compounds drawn at random from those above:
SMILES | L3MBTL1 block
O=C(COC(=O)c1cc(S(=O)(=O)Nc2ccccc2Cl)ccc1O)Nc1ccc(F)c(F)c1F | -3%
O=C(COC(=O)c1cc(S(=O)(=O)N2CCCCC2)ccc1N1CCOCC1)c1ccc(Cl)cc1 | -7%
CCNC(=S)N1CCN(S(=O)(=O)c2ccc(Cl)s2)CC1 | 14%
COc1ccc(C(=O)c2c3ccc(C(F)(F)F)cc3[n+]([O-])n2CCCC(N)=O)cc1 | 0%
COc1cc(/C=C(\C#N)C(=O)N2CCCCC2)ccc1O | 8%

# Bioassay records deposited in PubChem by National Center for Advancing Translational Sciences (NCATS).
